Source: PubChem (NCI)
NCI-60 one-dose screen, 48 h, at 10 µM unless noted. Numbers give growth in % (100 = growth as untreated, 0 = no growth, -100 = all killed).
RPMI-8226 – RPMI-8226 leukemia cells | 7.5% of 77,000 active | AID 1794781
MOLT-4 – MOLT-4 leukemia cells | 6.9% of 80,000 active | AID 1794779
MCF7 – MCF7 breast cancer; 6.3% of 82,000 active
MDA-MB-435 – MDA-MB-435 melanoma | 7.8% of 82,000 active | AID 1794794
MDA-MB-231 – MDA-MB-231 breast cancer; AID 1794789; 5% of 81,000 active
K-562 – K-562 leukemia; 7.4% of 78,000 active
SR – SR leukemia cells. 8.7% of 73,000 active. AID 1794780
MDA-MB-468 – MDA-MB-468 breast cancer; AID 2202374; 8.5% of 78,000 active
* marks the source's active call; other numbers are inactive results; nt = not tested or not shown; & = joins results of further samples. Rule for the calls: active = growth percent below 10; inactive = the rest.

entry	Molecule	RPMI-8226	MOLT-4	MCF7	MDA-MB-435
1	Nc1nccc(Nc2ccccc2)n1	97	96	107	107
2	Cc1cc(C)c(S(=O)(=O)n2cc(C=O)c3ccccc32)c(C)c1	66	91	84	85
3	C/C(=N\N1CC(=O)NC1=O)c1ccc([N+](=O)[O-])o1	71	99	86	88
4	CN1CCN(Cc2ccc(NC(=O)c3cncc(C#Cc4ccc(N)nc4)c3)cc2C(F)(F)F)CC1	2.0*	5.9*	20	10.0*
5	CCCCN(CCCC)CCCCCCCCCO	97	101	102	111
6	NC1=C(C/C(N)=N\O)C(c2ccc([N+](=O)[O-])cc2)c2c(ccc3ccccc23)O1 (stereo not drawn)	95	73	78	92
7	Nc1c(Br)cc2c(c1Br)Cc1cc([N+](=O)[O-])ccc1-2	91	83	34	108
8	COc1ccc2oc(=O)cc(-c3nnc(N)s3)c2c1	100	nt	87	92
9	CCCCCCCCCCN1C(=O)/C(=c2\sc3n(c2=O)NC2C(N=3)N(CC)C(=O)N2CC)c2ccccc21 (stereo not drawn)	98	102	91	101
10	O=C(CC(c1ccccc1)N1CCN(C(CC(=O)c2ccccc2)c2ccccc2)CC1)c1ccccc1 (stereo not drawn)	83	85	29	107

entry	MDA-MB-231	K-562	SR	MDA-MB-468
1	118	102	102	116
2	88	76	82	79
3	106	91	96	96
4	-46*	1.3*	1.3*	-9.0*
5	109	92	93	104
6	67	85	88	91
7	91	69	64	-55*
8	92	99	90	82
9	88	99	nt	91
10	111	89	68	101

Other entries:
entry	Molecule	RPMI-8226	MOLT-4	MCF7	MDA-MB-435
11	CCc1c(C(=O)NCc2cccc(Cl)c2)[nH]c(C)c1C(C)=O	98	93	72	94
12	COc1cc(-c2nn(-c3ccc(NC(=O)Nc4cc(C(F)(F)F)cc(C(F)(F)F)c4)cc3)cc2-c2ccncc2)ccc1Cl	-2.2*	7.2*	-4.4*	0.9*
13	CCCCCCCCCCCCCCn1c2ccccc2c2c3c(c4c5cc(OC)ccc5oc4c21)C(=O)NC3=O	112	123	102	103
14	C1OC2COCOC2C2OCOCC2O1 (stereo not drawn)	108&99	120&101	91&105	116&100
15	COc1cc(CCn2nnc3c(Nc4ccc(N5CCOCC5)cc4)ncnc32)cc(OC)c1	73	76	102	68
16	Cc1[nH]nc2c1C(c1ccccc1)N(Cc1ccccc1)OC2 (stereo not drawn)	100	105	112	102
17	CC(C)N(CCOC(=O)c1cc(Br)cc(-c2ccccc2)c1O)C(C)C	103	100	96	109
18	CN1C(=O)/C(=C/c2ccc3ncsc3c2)NC1=NC12CC3CC(CC(O)(C3)C1)C2	-7.7*	4.6*	-20*	27
19	NC(=O)c1c(NC(=O)COC(=O)c2ccccc2Br)sc2c1CCC2	99	90	104	111
20	Cc1ccc(-c2nc(C#N)c(S(=O)(=O)n3ncnc3N)o2)cc1	76	21	91	102

entry	MDA-MB-231	K-562	SR	MDA-MB-468
11	84	92	67	76
12	-19*	17	-0.8*	-15*
13	111	111	114	106
14	96&116	93&106	91	104&96
15	92	44	64	81
16	100	95	98	97
17	105	102	100	99
18	0.4*	12	nt	-5.7*
19	102	99	49	nt
20	91	29	nt	88

Next section.
entry	Molecule	RPMI-8226	MOLT-4	MCF7	MDA-MB-435
21	O=C(c1ccccc1)C(c1ccccc1)(c1ccccc1)c1ccccc1	73&106	80&105	87&94	67&103
22	CN(C)CCn1c2ccccc2c2nc3cc(Cl)c(Cl)cc3nc21	73	14	33	89
23	COCc1ccc([N+](=O)[O-])o1	103	125	100	112
24	Nc1ncnc2c1ncn2[C@H]1CC=C(CO)O1	103	102	96	107
25	CCCSc1nc(Nc2ccc(S(N)(=O)=O)cc2)c(C#N)c(-c2ccc(Cl)cc2)n1	11	50	nt	48
26	CCCCCCOC(=O)c1cc(-c2cc([N+](=O)[O-])ccc2F)nc2ccccc12	103	89	89	96
27	Cc1cc(C)c(C)c(O)c1	133	92	130	111
28	O=C1C(=O)c2ccccc2C(O)=C1CC=C1CCCCC1	65	55	73	94
29	FC(F)(F)Oc1cccc(-c2cc(Cl)c3cc(N4CCCC4)ccc3n2)c1	113	97	61	95
30	COc1cc(/C=C/c2nnc(-c3[nH]nc4c3Cc3ccccc3-4)o2)cc(OC)c1OC	71	79	91	99

entry	MDA-MB-231	K-562	SR	MDA-MB-468
21	88&112	104&119	74&92	83&103
22	48	32	35	71
23	103	146	119	107
24	101	101	109	106
25	-56*	7.3*	19	17
26	87	86	98	94
27	108	98	94	118
28	63	55	47	91
29	97	107	100	90
30	73	96	87	nt

Brought forward from above: 7 compounds, followed by the next part.
entry	Molecule	RPMI-8226	MOLT-4	MCF7	MDA-MB-435
24	Nc1ncnc2c1ncn2[C@H]1CC=C(CO)O1	103	102	96	107
25	CCCSc1nc(Nc2ccc(S(N)(=O)=O)cc2)c(C#N)c(-c2ccc(Cl)cc2)n1	11	50	nt	48
26	CCCCCCOC(=O)c1cc(-c2cc([N+](=O)[O-])ccc2F)nc2ccccc12	103	89	89	96
27	Cc1cc(C)c(C)c(O)c1	133	92	130	111
28	O=C1C(=O)c2ccccc2C(O)=C1CC=C1CCCCC1	65	55	73	94
29	FC(F)(F)Oc1cccc(-c2cc(Cl)c3cc(N4CCCC4)ccc3n2)c1	113	97	61	95
30	COc1cc(/C=C/c2nnc(-c3[nH]nc4c3Cc3ccccc3-4)o2)cc(OC)c1OC	71	79	91	99
31	C=CCOc1c(CCC)cc(C(=O)N(C)C)cc1CCC	109	101	95	110
32	Cc1cc(NCc2ccccn2)n2ncc(-c3ccccc3)c2n1	100	87	97	101
33	O=C(N=c1n(-c2ccccc2)nc2n1CCN2C1=NCCN1)c1ccc(Cl)cc1	92	78	86	42
34	COc1cc(C2CC(c3cc(OC)c(OC)c(OC)c3)=NN2)ccc1Oc1ccnc2cc(Cl)ccc12 (stereo not drawn)	77	83	88	91
35	O=C(O)/C=C1/OC(=O)c2ccccc21	97	108	97	99
36	CCCOS(=O)(=O)c1ccccc1	71	107	111	101
37	NS(=O)(=O)c1ccc(Nc2nc(N/N=C/c3cn(-c4ccccc4)nc3-c3ccc(Br)cc3)nc(Nc3ccccc3)n2)cc1	67	31	49	83
38	CC1(C)[C@@H](O)/C(=C\c2ccccn2)C[C@]2(C)[C@H]3CC[C@@H]4[C@@H](C(=O)/C=C\c5ccccn5)CC[C@@]4(C)[C@]3(C)CC[C@@H]12	27	64	26	67
39	Cn1c(Cc2ccccc2)nc(=O)c2ccccc21	101	100	102	114
40	O=[N+]([O-])c1ccc(I)cc1	94	101	89	113

entry	MDA-MB-231	K-562	SR	MDA-MB-468
24	101	101	109	106
25	-56*	7.3*	19	17
26	87	86	98	94
27	108	98	94	118
28	63	55	47	91
29	97	107	100	90
30	73	96	87	nt
31	107	106	105	103
32	100	88	81	75
33	69	72	44	50
34	80	92	75	89
35	85	113	100	98
36	107	128	108	108
37	93	72	48	85
38	73	43	32	48
39	110	106	99	114
40	106	104	102	112

Other entries.
entry	Molecule	RPMI-8226	MOLT-4	MCF7	MDA-MB-435
41	CC1(C)C(=O)/C(=C\c2ccccc2)C[C@]2(C)[C@H]3CC[C@@H]4[C@@H](C(=O)/C=C/c5ccccc5)CC[C@@]4(C)[C@]3(C)CC[C@@H]12	93	87	76	97
42	CNC(=O)c1ccc(N)cc1	109	108	100	105
43	CCCCC(C)Sc1nc2c([nH]1)c(=S)n(C)c(=O)n2C (stereo not drawn)	85	82	102	95
44	Oc1[nH]c2cc(Cl)ccc2c1/C=c1/ccc2c(c1)N=C(c1cc(F)cc(F)c1)N=2	-4.5*	8.6*	11	-32*
45	Cc1[nH]c(C(=O)Nc2ccc(C(=O)NCC(N)=O)cc2OC(C)C)c(Cl)c1Cl	106	97	89	98
46	COc1ccc(/C=C2\N=C(c3ccccc3)N(C(=O)c3ccccc3O)NC2=O)cc1	46	48	93	95
47	CCCCCCCCCCCc1nc2ccccc2s1	102	102	94	102
48	COc1cc(C2=NNC(c3ccc(N(C)C)cc3)C2)cc(OC)c1OC (stereo not drawn)	16	37	20	19
49	O=C1CC(c2cccc(-c3cccnc3)c2)=Nc2ccc(Br)cc2N1	41	27	24	44
50	CC(C)(C)c1nn(-c2ccccc2)c2ncc3c(c12)C(=O)N(c1ccccc1)C3=O	nt	nt	99	100

entry	MDA-MB-231	K-562	SR	MDA-MB-468
41	92	93	80	94
42	109	108	104	97
43	108	77	85	97
44	67	10	11	-20*
45	91	109	112	89
46	85	87	64	106
47	102	102	104	104
48	32	-9.2*	-5.7*	nt
49	44	54	51	11
50	111	nt	nt	115

Additional compounds
entry	Molecule	RPMI-8226	MOLT-4	MCF7	MDA-MB-435
51	CCOC(=O)c1cnc(SC)[nH]c1=O	109	104	90	106
52	CC(C)(C)c1cc(/N=C/c2cccnc2)n(-c2ccccc2)n1	nt	95	90	104
53	COC(=O)c1nc(N)nc(C(=O)OC)c1C(=O)c1ccccc1	113	140	95	110
54	Nc1[nH]c(=S)ncc1-c1ccc(Cl)c(Cl)c1	95	113	101	103
55	O=C1c2ccccc2C(=O)c2c1c(C(=O)C(F)(F)F)n1c2ccc2c3ccccc3ccc21	95	118	83	111
56	Nc1cccc(S(=O)(=O)Nc2ccccc2)c1	101	92	105	109
57	O=C(CC(=O)c1ccc(O)cc1)c1ccccc1	87	80	99	105
58	CN1C(=O)C(C2=NN(c3ccccc3)C(c3ccc(F)cc3)C2)C(=O)N(C)C1=O (stereo not drawn)	103	97	85	108
59	O=C(CCCC(=O)N/N=C/c1ccccc1Cl)N/N=C\c1ccccc1Cl	115	104	89	97
60	Nc1ccc(C(=O)O)cc1Br	94	102	97	101
61	O=C(Nc1ccc(N=Nc2ccccc2)cc1)c1cccc2ccccc12	66	37	42	-17*
62	CCCCCCCCCCCCCCCCSc1ccc(S(=O)(=O)N(C)C)cc1C(=O)O	85	88	99	101
63	Nc1nnc(-c2c[nH]c3ncc(Br)cc23)c(-c2c[nH]c3ccc(F)cc23)n1	34	9.7*	19	26

entry	MDA-MB-231	K-562	SR	MDA-MB-468
51	120	104	100	118
52	96	95	99	111
53	100	114	111	99
54	108	109	nt	101
55	90	101	101	99
56	103	96	nt	93
57	110	97	88	102
58	99	96	108	97
59	91	92	61	90
60	124	100	120	nt
61	66	21	23	42
62	114	100	88	100
63	52	23	14	13
